STAT1 blocker = inhibitors of IFN-gamma induced STAT1 signaling; 200,000 tested, 0.35% active; inhibition, % at 5.5 µM; NIH 3T3 STAT1-luciferase reporter, luminescence; AID 920;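 active = inhibition above a set limit, the mean inhibition across all tested compounds plus 3 SD, cut at about 34% in these data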;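 also: 0% = IFN-gamma with DMSO and 100% = IFN-gamma with 300 µM nifuroxazide; values of inactives mirror those of a sister screen read the other way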
bIAP inh = intestinal alkaline phosphatase (bovine) inhibition; 190,000 tested, under 10 active; purified bovine IAP, CDP-star luminescence, 30 min; inhibition, % at 20 µM;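 active = over 50% inhibition of intestinal alkaline phosphatase at 20 µM in the single-dose screen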
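System: Purified bovine intestinal alkaline phosphatase (IAP) enzyme | Input: IAP diluted 1/65,000,000 in the well | Also added: CDP-star chemiluminescent phosphatase substrate, 30 µM final | Dosing: 20 µM single dose | Times: Enzyme reaction for 30 min at room temperature | Detection: Luminescence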
STAT3 blocker = reduces IL-6 driven STAT3 reporter signal | inhibition, % at 5.5 µM | AID 862 | 190,000 tested, 0.89% active | U3A cells, IL-6 STAT3-luciferase reporter, luminescence; host cell line lacks STAT1;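 active = inhibition above the mean inhibition across all screened compounds plus 3 SD, cut at about 44% in these data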;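 also: 0% = DMSO only wells and 100% = 100 µM nifuroxazide control wells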
PPARg SRC3 recr = agonists of human PPARgamma SRC-3 coactivator recruitment | activation, % at 8 µM | P37231 | biochemical PPARgamma/SRC-3 coactivator recruitment assay | 200,000 tested, 0.26% active; in the data active = activation above about 23%;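 also: 0% = DMSO and 100% = reference agonist; some compounds past the cut are filed as inactive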
Target sequence (P37231 whole entry, looked up): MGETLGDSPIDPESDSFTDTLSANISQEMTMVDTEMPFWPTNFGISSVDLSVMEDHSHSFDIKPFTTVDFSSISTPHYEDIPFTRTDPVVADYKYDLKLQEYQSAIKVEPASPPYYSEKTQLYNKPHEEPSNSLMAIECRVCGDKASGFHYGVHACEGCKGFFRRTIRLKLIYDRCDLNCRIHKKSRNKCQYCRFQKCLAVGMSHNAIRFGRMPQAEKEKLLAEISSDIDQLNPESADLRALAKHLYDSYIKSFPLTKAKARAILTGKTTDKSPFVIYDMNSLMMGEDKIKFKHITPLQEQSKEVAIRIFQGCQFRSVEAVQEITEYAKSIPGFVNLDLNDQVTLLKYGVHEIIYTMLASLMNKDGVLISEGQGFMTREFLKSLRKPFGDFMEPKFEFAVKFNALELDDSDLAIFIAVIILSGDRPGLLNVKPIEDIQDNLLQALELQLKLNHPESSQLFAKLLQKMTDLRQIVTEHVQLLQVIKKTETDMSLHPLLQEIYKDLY
STAT3 act = activators of IL-6 induced STAT3 signaling; U3A cells, IL-6 STAT3-luciferase reporter, luminescence; 100% = signal with IL-6 EC80 alone; activation (% of control), % at 5.6 µM; 190,000 tested, 0.91% active;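 active = activation above the screen-wide mean of compound activation plus 3 SD, cut at about 130% in these data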;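 also: 0% = background luminescence of wells with medium and substrate only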
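Test system: human U3A cells carrying STAT3-luciferase construct; control set: IL-6-only wells as 100% reference; timing: compound pre-incubation 1 h before IL-6, then 6 h stimulation at 37 °C; also added: IL-6 stimulus at 33 ng/mL final; evaluation: % activation versus median of IL-6-stimulated wells; detection: reporter luminescence signal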
PPARg SRC-1 ag = PPARgamma-driven SRC-1 recruitment agonism; PPARgamma-SRC-1 coactivator recruitment biochemical assay; activation, % at 8 µM; 200,000 tested, 0.41% active; AID 631; in the data active = activation above about 19%;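 also: 0% = DMSO and 100% = reference agonist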
TNAP act hi DEA = TNAP (human) activation, high acceptor; purified TNAP, CDP-star luminescence, 1 M DEA, 30 min; stronger effect = higher value; 0 = EDTA background, 1 = DMSO-only activity; P05186; 200,000 tested, under 10 active; AID 1136; activation factor at 20 µM;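 active = activation factor at least 2 at 20 µM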
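Dosing: 20 µM single point. System: human TNAP. Amount: TNAP 1/800 final. Incubation: 30 min, room temperature. Read-out: TNAP activation factor scaled between EDTA and DMSO control wells. Signal: luminescence from CDP-star hydrolysis. Medium: 1 M DEA, pH 9.8, Mg2+, Zn2+. Control set: EDTA negative control, DMSO positive control.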
bIAP act = increases bovine intestinal alkaline phosphatase activity. 200,000 tested, 0.17% active. purified bovine IAP, CDP-star luminescence, 30 min; stronger effect = higher value; fold of DMSO-control signal, blank-subtracted. activation factor at 20 µM;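 active = activation factor of 2 or more at 20 µM, a signal rise over negative controls twice the positive control's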
PPARg SRC-2 ag = agonists of SRC-2 recruitment by human PPARgamma; activation, % at 8 µM; P37231; 200,000 tested, 0.34% active; AID 1032; PPARgamma LBD-SRC-2 recruitment, biochemical; in the data active = activation above about 22%;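 also: 0% = vehicle and 100% = reference agonist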
ROMK primary = human ROMK K+ channel modulation, primary screen. AID 1918. 130,000 tested, 2% active. Tet-inducible ROMK, thallium flux fluorescence; actives lie on both sides. B-score at 10 µM. P48048;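 active = signal ratio slope over the read window, or its plate-corrected B-score, at least 3 SD from the plate mean, either direction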;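 also: B-score of the F/F0 ratio slope over 7 to 12 s after thallium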
Target sequence (P48048 whole entry, looked up): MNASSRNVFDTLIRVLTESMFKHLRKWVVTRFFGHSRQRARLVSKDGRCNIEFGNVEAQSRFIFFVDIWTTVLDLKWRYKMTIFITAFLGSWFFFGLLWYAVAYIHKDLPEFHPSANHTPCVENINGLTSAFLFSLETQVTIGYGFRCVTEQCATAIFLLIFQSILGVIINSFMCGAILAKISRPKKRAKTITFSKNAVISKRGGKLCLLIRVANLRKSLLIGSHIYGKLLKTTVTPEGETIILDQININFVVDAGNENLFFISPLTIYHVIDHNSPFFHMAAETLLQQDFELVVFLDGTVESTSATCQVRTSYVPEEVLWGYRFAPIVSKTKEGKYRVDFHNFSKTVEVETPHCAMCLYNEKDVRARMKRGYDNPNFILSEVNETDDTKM
SRC2 TRFRET art = flags TR-FRET format artefacts in PPARgamma SRC-2 recruitment agonist screen | TR-FRET artefact counter-screen; stronger effect = higher value | TR-FRET ratio at 8 µM | 200,000 tested, 0.4% active; in the data active = TR-FRET ratio above about 2000; also: inactives centre near 1500
An asterisk follows results filed as active; · = no result given; & = joins results of further samples. Compounds were not picked by outcome; any-hit rate near 3.7%.

structure	STAT1 blocker	bIAP inh	STAT3 blocker	PPARg SRC3 recr	STAT3 act	PPARg SRC-1 ag	TNAP act hi DEA	bIAP act	PPARg SRC-2 ag	ROMK primary	SRC2 TRFRET art
O=C1CCNc2ccc(-c3ccccc3)cc21	-10	13	13	1	92	4	1	0.9	0	·	1539
O=C(CCCN1C(=O)c2cccc3cccc(c23)C1=O)Nc1ccon1	-7	3	21	-3	85	2	1	1	2	·	1629
COP(=O)(CN(Cc1ccccc1)C(=S)Nc1c(C)cccc1C)OC	-4	-20	6	-1	97	1	1.1	1.2	9	0.0091	1699
Cc1ccc(S(=O)(=O)N2CCN(c3nc(C)c4c(c3C#N)CC(C)(C)OC4)CC2)cc1	3	4	-11	-1	115	3	1.1	1	5	-0.71	1555
COc1ccc(C2c3c(oc4ccccc4c3=O)C(=O)N2c2ccccn2)cc1 (centres undefined)	-8	12	15	4	95	3	1	0.9	16	·	1666
COc1ccc2c([N+](=O)[O-])c(Cl)[nH]c2c1	-8	-6	-2	2	103	17	1	1.1	5	-1	1879
COc1ccc(-n2c(=O)c3ccccc3c3ccccc3c2=O)cc1	4	-30	-11	-2	108	6	1	1.3	0	·	1572
O=C(CSc1nc2ccc(Cl)cc2[nH]1)N1CCN(C(=O)c2ccco2)CC1	-1	7	-5	3	100	-7	1	0.9	4	·	1412
CC(=O)c1ccc(NS(=O)(=O)c2ccc(C(C)(C)C)cc2)cc1	12	5	19	7	88	14	1.1	0.9	8	-0.21	1658
CCCC(=O)Nc1cccc(Oc2nc(C)cc(C)c2C#N)c1	-2	-3	4	-4	100	-4	1.1	1	-12	·	1476
O=C(NCc1cccs1)c1ccncc1	-2	-3	3	-4	101	-3	1	1	2	-1	1552
CCCN(CCC)C(=O)C1c2ccccc2Oc2ccccc21	2	10	-2	16	102	-2	1	0.9	10	-0.57	1473
O=C(NCc1ccccc1)C(c1ccncc1)N(C(=O)c1csnn1)C1CC1 (centres undefined)	-6	0	8	7	96	1	1.1	1	-12	·	1525
Cc1ccc(C(=O)Cn2nnc3c(sc4nc5c(c(-c6ccccc6)c43)CCC5)c2=O)cc1	10	3	5	3	100	0	1	1	2	0.92	1473
O=C1c2cccnc2C(Nc2ccc(S(=O)(=O)N3CCCCC3)cc2)N1Cc1ccccc1 (centres undefined)	-7	0	2	-3	101	2	1	1	3	0.038	1396
O=C(O)c1ccc(COc2c(F)c(F)cc(F)c2F)cc1	-1	1	9	5	96	0	1	1	2	0.31	1471
CCNC(=O)CC1C(=O)N(c2ccccc2)C(=O)N1Cc1ccc(OC)cc1 (centres undefined)	-5	13	4	5	99	-3	1	0.9	-1	0.19	1427
C=CCNc1nc2c(c(=O)n(C)c(=O)n2C)n1Cc1ccc(F)cc1	22	4	43	2	70	2	1	1	4	·	1446
O=C(CNC(=S)N(CCCN1CCOCC1)Cc1cccs1)NCCN1CCOCC1	-5	15	0	0	101	6	1	0.9	7	1.1	1610
CCCn1c(NC(=O)C23CC4CC(CC(O)(C4)C2)C3)nc2ccccc21	-3	-22	0	-2	104	-1	1	1.2	-2	-0.99	1528
COc1cccc(-c2cc(C(F)(F)F)n3ncc(C(=O)NCC4CCCO4)c3n2)c1 (centres undefined)	-8	14	16	-1	89	5	1	0.9	8	·	1586
CCCNC(=O)C(Cc1ccccc1)NS(=O)(=O)c1cccc2nsnc12 (centres undefined)	8	-11	-6	3	108	4	1.1	1.1	-5	1.7	1547
O=C(CCNS(=O)(=O)c1ccc(Br)cc1)NCc1cccs1	-6	0	0	-3	102	6	1.1	1	0	·	1559
Cc1nc(NC(=O)c2ccccc2)sc1-c1csc(NCc2ccccc2)n1	-5	4	10	6	92	4	1	1	0	0.53	1637
Cc1ccc(S(=O)(=O)Cc2cc(-c3ccc(Cl)cc3)no2)cc1	-4	0	14	1	96	14	1.1	1	2	1.1	1471
COC(=O)Cn1c(=NC(=O)c2nc3ccccc3s2)sc2cc(S(N)(=O)=O)ccc21	8	-1	-3	-1	100	-1	1	1	1	0.013	1611
CC(=O)c1cc(F)c(N2CCN(C(=O)C(C)(C)C)CC2)cc1C	-4	2	5	-9	98	10	1	1	4	·	1563
O=C1CC(N2CCN(c3ccccc3Cl)CC2)C(=O)N1c1cccc(F)c1 (centres undefined)	5	6	-2	0	105	-1	1	0.9	-4	·	1436
C=CCn1cccc(C(=O)Nc2ccc(OCC)cc2)c1=O	-16	-9	25	5	85	-2	1	1.1	2	-0.12	1570
CCN(CC)CCN(C(=O)c1cccc(N2C(=O)CCC2=O)c1)c1nc2cc3c(cc2s1)OCO3	-1	-10	14	6	97	0	1	1.1	-6	-0.57	1602

Going on with the list:
structure	STAT1 blocker	bIAP inh	STAT3 blocker	PPARg SRC3 recr	STAT3 act	PPARg SRC-1 ag	TNAP act hi DEA	bIAP act	PPARg SRC-2 ag	ROMK primary	SRC2 TRFRET art
COc1cc(CN(C)C)cc(C=O)c1O	0	5	11	5	94	2	1	0.9	-1	-0.095	1458
O=C(/C=C/c1ccccc1)NC(=S)Nc1cccnc1	10	4	20	-1	92	-3	1	1	6	·	1706
CCC(C)C(NC(=O)OC(C)(C)C)C(=O)NCc1ccco1 (centres undefined)	-1	9	6	-4	103	5	1	0.9	-3	·	1530
O=C(O)c1ccc(N/N=C/c2ccc3ncccc3c2)cc1	37*	26	70*	6	41	8	1	0.7	2	0.13	1691
O=C(/C=C/c1ccccc1)NC(=S)NNC(=O)c1ccco1	-13	8	-4	-4	104	3	1	0.9	6	-0.26	1642
O=C(OC(C(=O)NCC1CCCO1)c1ccc(F)cc1)c1cccs1 (centres undefined)	3	0	4	2	99	12	1	1	9	·	1471
COc1ccc(CNC(=O)COC(=O)c2cnccn2)cc1	13	7	1	-4	100	6	1	0.9	10	·	1568
CN(C)C(=O)CSc1nc(-c2ccccc2)nc2c1CCCC2	2	6	2	-17	100	2	1	0.9	-2	·	1408
O=C(Nc1ccc(N2CCOCC2)cc1)c1cccnc1	-20	15	10	-1	95	-2	1	0.9	0	·	1495
COc1ccc(S(=O)(=O)N2CCC(C(=O)c3ccc4c(c3)OCCO4)CC2)cc1	-16	9	10	-1	95	-2	1	0.9	3	-0.0016	1453
O=C(NCc1cccnc1)Nc1ccc(F)cc1F	0	-5	2	-1	100	1	1	1	-4	0.12	1716
Cc1[nH]c(=O)c(C(=O)c2ccccc2O)cc1C(=O)O	0	8	0	1	103	-9	1	0.9	1	0.013	1581
CCOc1ccc2c(c1)C(C)=CC(C)(C)N2C(=O)Nc1ccccc1F	-1	5	0	5	98	6	1.1	0.9	-1	0.37	1512
Cc1cccc(-n2c(Cc3ccccc3)n[nH]c2=S)c1	-10	21	0	-1	105	-9	1	0.8	-1	0.15	1638
Cc1csc(NC(=O)CSc2ccc3nnc(CCNS(=O)(=O)c4ccccc4)n3n2)n1	14	-2	8	-3	95	8	1	1	6	-0.11	1432
CN=C(Nc1ccc(C(=O)OC)cc1)SC1CC(=O)N(c2ccccc2F)C1=O (centres undefined)	1	7	0	4	109	6	1	0.9	3	·	1480
O=C(COC(=O)c1ccccc1Nc1ccccc1)Nc1ccccc1	-3	12	0	5	100	-3	1	0.9	-1	0.65	1465
OC(COc1ccccc1)CN1CCOCC1 (centres undefined)	10	14	2	-3	99	3	1.1	0.9	8	-0.069	1746
Cc1cc(=O)[nH]c(SCC(=O)Nc2nnc(CC(C)C)s2)n1	10	1	7	-16	98	-4	1	1	4	·	1642
CCC(C)NC(=O)COC(=O)c1ccc(Cl)cc1O (centres undefined)	5	7	2	-7	99	4	1	0.9	-2	0.097	1495
CC1(C(=O)NC2CCCC2)CCC(=O)N1CCC1=CCCCC1 (centres undefined)	-5	-3	-9	13	111	-4	1	1	-1	·	1609
O=C(O)CCSc1ccc2ccccc2n1	2&6	8&3	6&-1	13&0	97&101	14&7	1.1&1	0.9&1	16&9	0.33	1821&1668
O=C(COc1ccc(F)cc1)N1c2ccccc2CCc2ccccc21	-9	2	-6	3	110	0	1	1	-10	·	1389
CCOC(=O)c1ccc(NC(=O)NC2CC3CCC(C2)N3C(=S)NC)cc1 (centres undefined)	4	12	2	1	100	0	1	0.9	5	-0.45	1538
COc1ccc(C(=O)N2CCCC(c3nc(-c4cc(OC)c(OC)c(OC)c4)no3)C2)cc1 (centres undefined)	3	-15	2	-12	100	4	1	1.2	6	-0.91	1603
Cc1ccc(C(C#N)N2CCOCC2)cc1 (centres undefined)	2	10	3	-9	100	-4	1	0.9	-5	·	1473
CCC(=O)NNc1nc2c(C)cc(C)cc2s1	-5	-44	10	5	94	1	1	1.4	0	0	1504
CCOC(=O)C1CCCN(C(=O)c2cc3nc(-c4cccc(OC)c4)cc(C(F)(F)F)n3n2)C1 (centres undefined)	-2	9	-9	-1	112	0	1	0.9	-1	·	1397
CCCCCC(C)NC(=S)NC(=O)c1cc(S(=O)(=O)N2CCOCC2)ccc1C (centres undefined)	9	4	4	1	101	0	1	1	3	-2	1455
O=C(N/N=C/c1ccccc1Cl)c1[nH]c2ccc(Br)cc2c1-c1ccccc1	-4	0	-40	5	135*	4	1	1	7	·	1700

Further entries.
structure	STAT1 blocker	bIAP inh	STAT3 blocker	PPARg SRC3 recr	STAT3 act	PPARg SRC-1 ag	TNAP act hi DEA	bIAP act	PPARg SRC-2 ag	ROMK primary	SRC2 TRFRET art
COc1ccc2c3c(cccc13)C(=O)N(O)C2=O	3	14	-13	4	113	6	0.9	0.9	-4	·	1603
CN(C)c1ccc(C2N(c3ccc(Cl)cc3)C(=O)C3CCCN32)cc1 (centres undefined)	-5	-3	5	2	100	-1	1.1	1	0	·	1637
Cc1cc(C)c2c(-n3cccc3)c(C(=O)NNS(=O)(=O)c3ccc(F)cc3)sc2n1	-3	4	-13	-8	113	1	1	1	1	·	1505
CCOC(=O)C1CCCN(C(=O)C2CCN(S(=O)(=O)CC)CC2)C1 (centres undefined)	-4	5	4	-10	100	2	1	0.9	-2	·	1475
